# HTR2A ag = activates the mouse 5-HT2A serotonin receptor | P35363 | CHO-K1 mHTR2A beta-arrestin complementation, luminescence; percent of 30 µM serotonin response | activation, % at 7.6 µM | 360,000 compounds, 0.66% hits | AID 624169;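 active = activation above a run cutoff, the mean activation of all tested compounds plus 3 SD, cut at about 14% in these data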;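 also: 0% = plate median of compound wells and 100% = 30 µM serotonin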
# Target sequence (P35363 whole entry, looked up): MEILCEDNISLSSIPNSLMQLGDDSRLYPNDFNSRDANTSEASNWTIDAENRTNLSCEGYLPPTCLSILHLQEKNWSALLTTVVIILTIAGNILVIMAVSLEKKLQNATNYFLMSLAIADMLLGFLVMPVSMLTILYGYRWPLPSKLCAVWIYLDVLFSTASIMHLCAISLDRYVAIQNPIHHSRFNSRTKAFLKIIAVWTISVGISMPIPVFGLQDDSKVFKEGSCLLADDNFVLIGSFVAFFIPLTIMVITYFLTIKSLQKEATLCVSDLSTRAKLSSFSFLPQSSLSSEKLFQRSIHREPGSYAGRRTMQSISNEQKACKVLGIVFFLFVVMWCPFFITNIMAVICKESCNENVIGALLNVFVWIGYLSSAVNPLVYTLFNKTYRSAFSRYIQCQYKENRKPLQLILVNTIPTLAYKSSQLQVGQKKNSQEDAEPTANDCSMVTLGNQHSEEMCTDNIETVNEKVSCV
# H9c2 protect = myocardial damage modulation in H9c2 cells; H9c2 cardiomyocytes, H2O2 injury protection, ATPLite, 2 h; protection from H2O2 cell death, % at 20 µM; 360,000 compounds, 0.63% hits; AID 588492;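 active = compounds giving at least 50% protection of heart cells from peroxide-induced death in the single-dose screen, raw or plate-pattern-corrected value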;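 also: 0% = DMSO wells with peroxide and 100% = DMSO wells without peroxide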
# MC4R barr agon = human MC4R agonism via beta-arrestin; P32245; U2OS MC4R beta-arrestin complementation, luminescence; percent of melanotan II response, DMSO zero; activation, % at 8.9 µM; 360,000 compounds, 0.98% hits;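 active = activation above a per-plate cutoff, the mean activation of sample wells on that plate plus 3 SD, cut at about 8% in these data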
# Target sequence (P32245 whole entry, looked up): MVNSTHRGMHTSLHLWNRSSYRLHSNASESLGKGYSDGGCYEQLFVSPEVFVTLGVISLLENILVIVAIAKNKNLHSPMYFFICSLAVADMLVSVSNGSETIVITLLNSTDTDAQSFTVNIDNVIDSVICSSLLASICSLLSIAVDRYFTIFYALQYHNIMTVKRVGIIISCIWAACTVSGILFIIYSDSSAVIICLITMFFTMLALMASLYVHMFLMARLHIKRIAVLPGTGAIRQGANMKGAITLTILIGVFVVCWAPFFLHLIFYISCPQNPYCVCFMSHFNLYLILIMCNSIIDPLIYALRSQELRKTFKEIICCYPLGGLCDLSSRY
# ABHD5 PLIN5 PPI = inhibitors of human ABHD5-perilipin-5 interaction. Q00G26+Q8WTS1. Split G. princeps luciferase complementation, luminescence, 4 h. inhibition, % at 4 µM. 360,000 compounds, 0.78% hits. AID 602281;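 active = inhibition above the mean inhibition across every tested compound plus 3 SD, cut at about 22% in these data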;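 also: 0% = DMSO only wells and the 100% control is not disclosed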
# Glyco luc inh = blocks N-linked glycosylation in D54 reporter cells. D54 ERlucT glycosylation luciferase reporter, 24 h; percent of 100 nM tunicamycin response. reporter increase, % at 12.5 µM. 360,000 compounds, 0.23% hits. AID 588692;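 active = mean luciferase reporter signal, scaled so untreated is 0 and the glycosylation-blocking control 100, at or above a set limit in every replicate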;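 also: luciferase carries N-glycosylation sites so blocking glycosylation raises the light; 0% = median of neutral control wells and 100% = median of 100 nM tunicamycin wells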
# hiPSC survival = hiPSC single-cell survival enhancement | survival enhancement, % at 20 µM | 360,000 compounds, 0.044% hits | ATPlite luminescence; 100% = ROCK inhibitor wells, 0% = DMSO; in the data active = survival enhancement above about 18%;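 also: cells exposed to compounds for 16 hours before the ATP read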
# aDG glyco up = increases alpha dystroglycan glycosylation; AID 624168; Pro5-aDG cells, alpha-DG glycosylation AlphaScreen (IIH6); 0% Pro5, 100% B10-LARGE cell signal; 360,000 compounds, 0.22% hits; activation, % at 10 µM;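 active = activation of at least 8% versus controls, or a plate z-score of at least 8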;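 also: Pro5 are CHO cells carrying HIG-tagged alpha-DG that lacks glycosylation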
# Granule exo inh = blocks lytic granule exocytosis | TALL-104 LAMP-1 surface exposure, flow cytometry; cells stimulated with thapsigargin and PMA | inhibition, % at 10 µM | 360,000 compounds, 0.66% hits;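 active = inhibition above about 55%, limit read from the data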
# MC4R antag cAMP = human MC4R antagonism in cAMP assay | P32245 | MC4R-expressing cells, MTII-stimulated cAMP, LANCE TR-FRET | inhibition, % at 6.5 µM | 360,000 compounds, 0.48% hits | AID 540295;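 active = inhibition above its plate's cutoff, the mean of tested wells on that plate plus 3 SD, cut at about 29% in these data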;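 also: 0% = Melanotan II alone and 100% = Melanotan II plus saturating MCL0020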
#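 System: U2OS cells stably expressing human melanocortin 4 receptor (MC4R). Reagent: Melanotan II challenge after compound preincubation. Doses: 6.5 µM. Times: 30-min compound, 1-h challenge, 1-h detection, room temperature. Measured by: TR-FRET with Eu-cAMP and labeled anti-cAMP, 671 nm. Replicates: singlicate.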
# ABCB6 inh 2 = blocks the human ABCB6 transporter. Q9NP58. K562-ABCB6 porphyrin accumulation, flow cytometry, 1 h; stronger effect = lower value. fluorescence ratio to DMSO, % at 10 µM. 360,000 compounds, 0.19% hits;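 active = fluorescence ratio to DMSO below 75%, the collection mean minus 3 SD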;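 also: signal is porphyrin accumulated inside mitochondria; 100% equals median channel fluorescence of DMSO control wells; lower ratio means ABCB6 inhibition with less porphyrin fluorescence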
# An asterisk follows results filed as active.
SMILES,HTR2A ag,H9c2 protect,MC4R barr agon,ABHD5 PLIN5 PPI,Glyco luc inh,hiPSC survival,aDG glyco up,Granule exo inh,MC4R antag cAMP,ABCB6 inh 2
CC(=O)c1ccc(OCCCC(=O)Nc2cccc(S(=O)(=O)N3CCCCC3)c2)cc1,-4,-8,-1.1,-2,-1,-1.6,0.2,-1,-1,95
Cc1ccc(Oc2ccc(-c3nc(N)nc(N)n3)cc2)cc1,0,-4,2.0,-1,-2,1.6,0.2,0,15,80
Cc1cc(C)nc(NC(=O)CN2C(=O)c3ccccc3S2(=O)=O)n1,-2,0,-4.0,2,2,-0.5,0.1,-14,8,101
Cc1nn(Cc2ccccc2Cl)c(Cl)c1C(=O)NCCc1ccccc1,-6,-1,-0.1,0,-13,-1.5,1.5,-10,3,96
COc1ccc(C(=O)C2CCN(CC(=O)Nc3cc(C)cc(C)c3)CC2)cc1,-6,-5,2.7,-5,-2,-0.3,0.1,12,-6,87
C=CC[C@]12CCc3ccccc3C1N(c1ccc(C(=O)OCC)cc1)C2=O (stereo partly specified),2,-16,-1.1,-18,-4,1.6,-0.1,5,5,95
O=C(NCc1ccncc1)C1CCN(S(=O)(=O)c2ccc(Cl)c(C(F)(F)F)c2)CC1,-4,-10,0.7,0,-1,-0.2,0.1,0,5,97
CC(=O)NC1C(=O)N=C(SCC(=O)NC(C)c2ccccc2)NC1=O (stereo unspecified),2,2,-1.4,-8,3,-0.8,-0.1,1,11,100
CC(C(=O)NC1C(=O)N2C(C(=O)O)=C(CSc3nnnn3C)CSC12)n1cc(Br)cn1 (stereo unspecified),-3,2,-0.8,5,1,-0.1,0.4,5,-2,103
C=CCOc1ccccc1CNCCCN1CCOCC1,4,0,0.0,-3,0,3.1,0.1,0,4,99
COC(=O)c1ccc(/C=C2/SC(=S)N(CCC(=O)NCCCN3CCOCC3)C2=O)cc1,4,-4,-1.8,-10,1,1.3,0.1,-18,-15,101
COc1cccc(CNC(=O)Cn2c(=O)c3cccn3c3ccccc32)c1,4,6,0.3,5,-3,-0.2,0.2,-1,5,106
Cc1cc(N2CC34C=CC(O3)C(C(=O)O)C4C2=O)no1 (stereo unspecified),-1,-3,-1.5,-1,0,-0.6,0.0,-2,2,87
Cc1cc2cc(C)c(NCCNC(=O)c3ccccc3)nc2cc1C,-2,-4,-0.9,11,-1,-0.5,0.5,-2,2,101
Cc1ccc(S(=O)(=O)Nc2ccncc2)c(C)c1N(C)S(=O)(=O)c1ccc(Cl)cc1,3,3,-1.1,11,1,0.7,-0.1,-9,-6,96
COc1ccc(-c2noc(CCC(=O)NCCc3ccccc3)n2)cc1,2,-3,-3.2,-6,3,0.1,0.3,6,11,98
COc1ccc(N2C(=O)c3ccc(C(=O)Nc4cc(OC)ccc4OC)cc3C2=O)cc1,13,0,-0.2,-4,-1,0.2,0.1,15,17,97
Nc1cc(-c2ccc(Br)cc2)nn1S(=O)(=O)c1cccc2nsnc12,-8,-17,1.4,-3,-1,-0.2,-0.1,27,2,100
CC(=O)N1CCN(c2ccc(S(C)(=O)=O)cc2[N+](=O)[O-])CC1,-1,6,-2.9,-2,0,-0.1,0.2,-1,-7,100
Cc1ccc(C(=O)/C=C/Nc2ccccc2C(N)=O)cc1,3,-30,-1.0,2,-14,-3.7,0.0,3,3,99
Cc1ccc(S(=O)(=O)N2CCOC23CCN(C(=O)C(=O)NCCC(C)C)CC3)cc1,1,-4,-3.6,-4,2,0.9,0.1,1,2,99
Cc1coc2cc3oc(=O)c4c(c3cc12)CCCC4,0,-6,1.8,6,-2,1.6,0.2,0,-6,101
Cc1ccc(CSc2ccc(S(=O)(=O)N3CCOCC3)cn2)cc1,-13,-2,-0.5,1,-3,-0.5,0.0,4,1,97
CCN1CCN(Cc2nc(N)nc(Nc3ccc(C)c(C)c3)n2)CC1,6,8,-1.3,1,0,1.9,0.1,-3,1,86
COc1ccc([N+](=O)[O-])cc1NCc1cccc([N+](=O)[O-])c1,0,1,-3.2,-1,-3,0.3,-0.3,9,-8,99
CCN(CC(=O)Nc1c(F)cccc1F)C(=O)Cc1c[nH]c2ccccc12,3,-1,-3.1,-4,1,-0.2,0.1,3,-7,99
COCCN(C(=O)CCC(=O)Nc1ccccn1)C(C(=O)NCCC(C)C)c1ccc(F)cc1 (stereo unspecified),6,5,0.6,-7,-1,-0.6,0.1,-8,15,98
CC(C)=CCc1cc([C@@H]2CC(=O)c3ccc(O)c(CC=C(C)C)c3O2)ccc1O,-5,-3,5.0,-1,-3,2.3,-0.1,12,7,98
COC(=O)c1ccc(Cn2c(C)c(C(=O)NCc3ccc(Cl)c(Cl)c3)sc2=O)o1,-9,-7,0.9,1,-1,3.1,0.3,0,5,102
N/C(=N\OC(=O)/C=C/c1ccccc1)c1ccncc1,-4,0,-2.5,4,1,-0.2,0.0,-2,2,95
O=C(O)c1c(-c2ccccc2)cnc2ccccc12,2,-3,1.1,-3,3,-1.5,-0.4,0,16,101
CC(C)Oc1ccc(C(CC(=O)O)c2ccc(F)cc2)cc1 (stereo unspecified),-1,2,-1.2,-2,2,-0.1,0.0,-6,4,93
CCCNC(=O)COc1coc(CN2CCN(c3ccccc3)CC2)cc1=O,-1,9,-3.4,-2,0,-0.5,0.2,-4,0,101
CCCN(CCC)C(=O)c1ccc2c(c1)OCO2,3,-2,-1.5,-2,4,-2.0,0.0,2,0,84
c1ccc([C@H]2CC3C[C@@H](c4ccccc4)N2O3)cc1,-2,14,0.1,-5,2,-1.5,0.0,3,2,109
Cn1c(=O)c2c(nc(SCCN3CCCCC3)n2C)n(C)c1=O,-1,14,-1.1,-3,3,-0.2,0.0,2,-6,99
CCNc1nc(SCC(=O)Nc2ccccc2)nc(N2CCOCC2)n1,7,-6,1.9,-8,-5,-0.2,0.1,-18,7,102
Cn1cnnc1SCC(=O)NCc1ccccc1,-4,-4,-1.3,-6,4,-0.6,-0.2,0,1,99
Cc1ccc(-c2noc(CN(C(=O)CCCCCN3C(=O)c4ccccc4C3=O)C(C)C)n2)cc1,0,-3,-1.4,-3,-4,-2.5,0.0,-2,6,94
CC(C)(C)C(=O)NC(NC(=O)C(C)(C)C)c1ccc([N+](=O)[O-])cc1,2,4,-2.4,9,1,-0.6,-0.1,-5,11,100
COc1ccc(CN(C)CC(=O)Nc2cccc(S(N)(=O)=O)c2)c(OC)c1OC,6,-6,4.6,5,0,-0.1,0.7,-4,-3,99
O=C(COc1ccccc1C(=O)c1cnn(-c2ccccc2)c1)Nc1ccc2ccccc2c1,0,-12,-1.6,-3,-8,-1.3,0.1,2,14,96
Cc1c(Cl)cnc(NC(=O)COC(=O)[C@H](C)NC(=O)c2ccccc2)c1Cl,6,5,-0.1,1,0,8.5,0.0,0,7,102
COc1nc(Nc2ccccc2F)nc(OC)n1,0,0,-1.1,1,0,0.1,-0.1,2,1,94
Cc1nn(-c2ccccc2)c(-n2cccc2)c1C(=O)O,2,6,-1.8,0,2,1.6,0.1,-3,10,98
CN(CC(=O)Nc1cccc(F)c1)C(=O)CSc1ccccc1F,-9,-1,-2.2,2,1,-0.3,0.2,0,6,104
CCOC(=O)C1=C(O)/C(=C/c2cc(OC)c(OC)c(OC)c2)SC1=Nc1ccc(OC)cc1,3,4,8.3*,-6,-1,0.2,0.0,1,-7,82
CN(CCC#N)C(=O)COC(=O)c1cccnc1Nc1ccccc1F,-2,2,-2.3,-3,-1,-0.5,0.2,1,10,104

# Structures listed so far with an aryl thioether with sulfur outside any ring, in the order listed:
SMILES,HTR2A ag,H9c2 protect,MC4R barr agon,ABHD5 PLIN5 PPI,Glyco luc inh,hiPSC survival,aDG glyco up,Granule exo inh,MC4R antag cAMP,ABCB6 inh 2
CC(C(=O)NC1C(=O)N2C(C(=O)O)=C(CSc3nnnn3C)CSC12)n1cc(Br)cn1 (stereo unspecified),-3,2,-0.8,5,1,-0.1,0.4,5,-2,103
Cc1ccc(CSc2ccc(S(=O)(=O)N3CCOCC3)cn2)cc1,-13,-2,-0.5,1,-3,-0.5,0.0,4,1,97
Cn1c(=O)c2c(nc(SCCN3CCCCC3)n2C)n(C)c1=O,-1,14,-1.1,-3,3,-0.2,0.0,2,-6,99
CCNc1nc(SCC(=O)Nc2ccccc2)nc(N2CCOCC2)n1,7,-6,1.9,-8,-5,-0.2,0.1,-18,7,102
Cn1cnnc1SCC(=O)NCc1ccccc1,-4,-4,-1.3,-6,4,-0.6,-0.2,0,1,99
CN(CC(=O)Nc1cccc(F)c1)C(=O)CSc1ccccc1F,-9,-1,-2.2,2,1,-0.3,0.2,0,6,104

# (more compounds)
SMILES,HTR2A ag,H9c2 protect,MC4R barr agon,ABHD5 PLIN5 PPI,Glyco luc inh,hiPSC survival,aDG glyco up,Granule exo inh,MC4R antag cAMP,ABCB6 inh 2
O=S(=O)(O)c1cnccc1Nc1cccc(C(F)(F)F)c1,2,-4,-0.2,2,1,0.5,-0.1,-3,-1,92
Cc1ccc(/C=N/N2CCN(Cc3ccccc3)CC2)s1,-3,-4,0.8,-6,2,3.6,-0.4,-2,9,97
COc1ccc(NC(=O)CNc2ccc(OC)c(S(=O)(=O)N3CCOCC3)c2)cc1,1,-1,2.4,9,0,-2.6,0.1,0,4,99
COCCn1c(N)c(Sc2ccccc2)c(=O)[nH]c1=O,0,-2,0.3,-1,3,0.8,-0.1,-10,5,100
Cc1nn(CC#N)c(=O)n1-c1ccc(F)cc1,1,6,-1.0,-5,1,-2.9,-0.1,1,1,94
COc1ccc(/C=C/C(=O)c2cc(Br)ccc2O)cc1OC,1,6,-2.6,1,19,-0.8,-0.6,-1,1,98

# 4 entries drawn at random from the list so far, as already listed:
SMILES,HTR2A ag,H9c2 protect,MC4R barr agon,ABHD5 PLIN5 PPI,Glyco luc inh,hiPSC survival,aDG glyco up,Granule exo inh,MC4R antag cAMP,ABCB6 inh 2
Cc1ccc(/C=N/N2CCN(Cc3ccccc3)CC2)s1,-3,-4,0.8,-6,2,3.6,-0.4,-2,9,97
COCCn1c(N)c(Sc2ccccc2)c(=O)[nH]c1=O,0,-2,0.3,-1,3,0.8,-0.1,-10,5,100
COc1ccc(NC(=O)CNc2ccc(OC)c(S(=O)(=O)N3CCOCC3)c2)cc1,1,-1,2.4,9,0,-2.6,0.1,0,4,99
COc1ccc(/C=C/C(=O)c2cc(Br)ccc2O)cc1OC,1,6,-2.6,1,19,-0.8,-0.6,-1,1,98

# Assay outcomes deposited in PubChem by several laboratories.
